# From PubChem BioAssay
# AmpC no deterg: blocks E. coli AmpC beta-lactamase in detergent-free assay. 0.52% of 330,000 active. P00811. AID 485341. Potency, µM (series often up to 57.1 µM), without a hit: top-dose activity change, negative = inhibition, hits mostly inhibitors. AmpC nitrocefin hydrolysis, absorbance 480 nm, 0.0001% Triton;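 further: potency means the concentration at half of the fitted maximal effect; plate controls were no compound for no effect and no enzyme for full effect; nearly all actives have a fitted effect of over 20% in size; some results filed as inactive show a strong effect at the top dose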
# Target sequence (P00811 whole entry, looked up): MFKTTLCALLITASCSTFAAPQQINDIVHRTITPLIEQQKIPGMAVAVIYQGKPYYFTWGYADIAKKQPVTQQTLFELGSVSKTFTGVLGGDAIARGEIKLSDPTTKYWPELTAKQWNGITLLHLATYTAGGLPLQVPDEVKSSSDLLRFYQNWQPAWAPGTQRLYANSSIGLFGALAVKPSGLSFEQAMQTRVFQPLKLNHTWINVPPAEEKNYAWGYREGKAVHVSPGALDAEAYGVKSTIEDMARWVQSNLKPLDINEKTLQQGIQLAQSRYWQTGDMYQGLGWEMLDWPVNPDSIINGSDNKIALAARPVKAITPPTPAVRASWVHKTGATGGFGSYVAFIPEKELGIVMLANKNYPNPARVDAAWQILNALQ
#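 AmpC (5.3 nM in the dispensed reagent) in 20 mM phosphate pH 7.0 with 0.01% (detergent screen) or 0.0001% Triton X-100 was preincubated with compounds for 15 min at room temperature. Nitrocefin was then added from an 800 uM solution, and hydrolysis was followed at 480 nm.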
# AMA1-RON2 inh: inhibitors of Plasmodium falciparum AMA1-RON2 interaction. Potency, µM (top dose mostly 58.2 µM), for the others: top-dose activity change, negative = inhibition, hits mostly inhibitors. 0.2% of 360,000 active. AlphaScreen AMA1-biotinylated RON2 peptide binding;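 further: potency means the concentration at half of the fitted maximal effect; 0% = vehicle wells and -100% = peptide control; nearly all actives have a fitted effect of over 45% in size; some results filed as inactive show a strong effect at the top dose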
#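 AMA1 (3D7) with his tag at 25 nM final met compounds first, then biotinylated RON2 peptide at 25 nM; detection used donor plus acceptor beads, 10 µg/mL apiece, read by AlphaScreen after 30 min at room temperature.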
# HCMV antiviral: inhibitors of human cytomegalovirus; HFF cells, HCMV-luciferase reporter, 72 h; stronger effect = lower value; activity change, negative = inhibition, % at 57.5 µM; 4.5% of 410,000 active; AID 1259415; in the data active means activity change below about -60%; inconclusive means no clear call, values can overlap the other calls; inactive means above about -39%
#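 Luciferase read-out from HCMV-luciferase-infected HFFs (MOI 1 PFU/cell) 72 h post infection at 37C; compounds added after 16 h cell attachment; activity normalized between buffer-only basal and Salinomycin (10uM) inhibitor controls.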
# LmPK inhibitor: blocks Leishmania mexicana pyruvate kinase activity; Q27686; purified LmPK, Kinase-Glo ATP luminescence, 1 h; Potency, µM (top dose mostly 57.5 µM), for inactives: top-dose activity change, negative = inhibition, actives largely listed as inhibitors; 0.37% of 290,000 active; AID 1721; further: potency means the concentration at half of the fitted maximal effect
# Target sequence (Q27686 whole entry, looked up): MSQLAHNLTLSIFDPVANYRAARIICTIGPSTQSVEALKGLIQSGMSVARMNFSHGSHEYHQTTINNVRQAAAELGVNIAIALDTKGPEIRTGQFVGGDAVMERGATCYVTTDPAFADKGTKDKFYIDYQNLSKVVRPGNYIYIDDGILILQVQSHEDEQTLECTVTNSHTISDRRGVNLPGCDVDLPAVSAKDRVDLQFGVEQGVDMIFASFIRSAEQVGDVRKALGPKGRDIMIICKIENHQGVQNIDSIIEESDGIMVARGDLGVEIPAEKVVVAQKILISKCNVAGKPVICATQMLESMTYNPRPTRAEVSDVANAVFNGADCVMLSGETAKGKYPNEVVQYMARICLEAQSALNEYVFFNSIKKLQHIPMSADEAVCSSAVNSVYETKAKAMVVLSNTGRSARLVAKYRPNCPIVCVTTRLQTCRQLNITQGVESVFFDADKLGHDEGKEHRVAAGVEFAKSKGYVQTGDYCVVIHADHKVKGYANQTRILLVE
#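 Purified LmPK (0.1 nM) converted ADP (0.1 mM) to ATP with PEP (0.5 mM) in imidazole buffer pH 7.2 with KCl and MgCl2, 1 h at room temperature. ATP was read by Kinase-Glo luminescence; data normalized to uninhibited and no-enzyme controls.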
# AmpC detergent: blocks E. coli AmpC beta-lactamase in detergent assay | P00811 | AmpC hydrolysis of nitrocefin, absorbance 480 nm, 0.01% Triton | Potency, µM (highest dose often 114 µM), for the others: at the highest dose activity change, negative = inhibition, actives largely listed as inhibitors | 0.041% of 370,000 active | AID 485294;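 further: potency means the concentration at half of the fitted maximal effect; 0% = no-compound wells and -100% = no-enzyme wells; nearly all actives have a fitted effect of over 25% in size; some results filed as inactive show a strong effect at the top dose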
#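 AmpC (5.3 nM in the dispensed reagent) in 20 mM phosphate pH 7.0 with 0.01% (detergent screen) or 0.0001% Triton X-100 was preincubated with compounds for 15 min at room temperature. Nitrocefin was then added from an 800 uM solution, and hydrolysis was followed at 480 nm.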
# HCV inh: blocks hepatitis C virus. Huh7.5.1 HCVcc-Cre infection, luciferase reporter, 44 h. Potency, µM (highest dose often 41.8 µM), for inactives: at the top dose activity change, negative = inhibition, actives largely listed as inhibitors. 3.4% of 340,000 active. AID 651820; further: potency means the concentration at half of the fitted maximal effect
#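 Luciferase read-out (15 sec integration) after a 15 min room-temperature substrate step quantifies HCVcc-Cre infection. Cells, 1,000 per well, had compound added 4 h post-plating, then virus at ~0.5 moi, and were cultured 44 h.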
# TbPYK inhibitor: inhibitors of Trypanosoma brucei pyruvate kinase | 0.12% of 410,000 active | Q57TT1 | TbPYK enzyme, Kinase-Glo Plus ATP luminescence, 45 min | AID 624173 | Potency, µM (titrated, usually from 76.8 µM), for the others: top-dose activity, negative = inhibition, most hits filed as inhibitors; further: potency means the concentration at half of the fitted maximal effect; nearly all actives have a fitted effect of over 50% in size
#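 T. brucei PYK with substrate was exposed to pin-transferred compounds across a concentration series, then started with 130 uM ADP (final). After 45 min at room temperature, Kinase-Glo Plus luminescence was read, normalized and curve-fitted.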
# * marks the source's active call; other numbers are inactive results; ? = inconclusive; . = no result given; [ ] = another dose, or the depositor's remark. Unless noted, the call rests on the fitted dose curve; in most records, active means well fitted curve in the direction sought with a large enough effect; inconclusive means small, poorly fitted or top-dose-only effect, or another doubt; inactive means no such curve, though single readings can be large; an effect the other way counts as inactive or inconclusive. Unless noted, on the % scale 0 is the no-effect control and ±100 the full control effect.
no.	canonical_smiles	AmpC no deterg	AMA1-RON2 inh	HCMV antiviral	LmPK inhibitor
1	Cc1c(C2=CCN(S(=O)(=O)c3cccc(Cl)c3)CC2)c2ccccc2n1CC(=O)N1CCCC1	.	.	-35	.
2	CCOC(=O)CCCNC(=O)CSc1nc2ccc(OCC)cc2[nH]1	-6%	-3%	-17	14%
3	O=C(COC(=O)CCc1nc2ccccc2c(=O)[nH]1)Nc1ccccc1	-18%	9%	-18	.
4	O=C(CCNC(=O)c1ccccc1Cl)Nc1ccccc1N1CCCC1	0%	-11%	4	-2%
5	Cc1ccc(NC(=O)C(=O)NCCCN2CCOCC2)c(C)c1	-3%	-5%	-36	-3%
6	CN1CC(=O)N(CC(=O)Nc2ccc(Cl)c(C(F)(F)F)c2)c2ccccc2C1=O	.	.	33	.
7	CCC1CCc2sc(C(=O)NCC(c3ccccc3OC)N3CCCC3)cc2C1 (stereo not drawn)	127%[activator]	-5%	?	.
8	Cc1ccc(N2C(=O)N(CC(=O)Nc3ccc(F)c(F)c3)C(=O)C2C)cc1 (stereo not drawn)	-11%	0%	19	.
9	CCOC(=O)c1ccc(NC(=O)CNC(=O)C23CC4CC(CC(C4)C2)C3)cc1	-2%	2%	-20	1%
10	Cc1ccc2[nH]c(=O)c(CN(Cc3cccs3)C(=S)NCC3CCCO3)cc2c1 (stereo not drawn)	23%	8%	-35	0%

no.	AmpC detergent	HCV inh	TbPYK inhibitor
1	6%	.	2%
2	1%	-17%	-4%
3	.	-8%	-5%
4	-1%	11%	-4%
5	7%	9%	2%
6	13%	.	1%
7	3%	7.1µM*	0%
8	-9%	-26%	-2%
9	-5%	5%	1%
10	-2%	1%	-17%

# Further results.
no.	canonical_smiles	AmpC no deterg	AMA1-RON2 inh	HCMV antiviral	LmPK inhibitor
11	C=CCCN(Cc1ccccc1)S(=O)(=O)c1cc(Br)ccc1Br	-24%	41%[activator]	-20	.
12	CN(Cc1ccccc1)C(=O)Cn1c(=O)oc2cc(S(=O)(=O)N3CCCC3)ccc21	-6%	2%	-14	0%
13	CCN(C(=S)Nc1cccnc1)c1ccccc1	-19%	0%	-15	1%
14	O=C(NNC(=O)c1cc2ccccc2cc1O)Nc1ccc(F)cc1F	13µM*	29%	17	-10%
15	CCCn1c(COc2ccccc2)nc2ccccc21	-8%	12%	-6	8%
16	Cc1ccc2c(COC(=O)c3ccccc3Br)cc(=O)oc2c1	-24%	11%	-17	-6%
17	O=C(Nc1cccc2ncccc12)c1cc([N+](=O)[O-])ccc1Cl	-15%	3%	-88*	1%
18	COc1ccccc1Nc1nc(Cl)c(C=O)s1	-14%	11%	-15	-18%
19	O=C(NCc1ccccc1Cl)C1CCN(S(=O)(=O)N2CCOCC2)CC1	-4%	0%	25	2%
20	Clc1ccc2nc(NC3=NCN(CCN4CCOCC4)CN3)nc(-c3ccccc3)c2c1	-6%	.	.	4%

no.	AmpC detergent	HCV inh	TbPYK inhibitor
11	6%	-22%	2%
12	?	-14%	0%
13	2%	20%	1%
14	2%	28%	3%
15	-12%	3%	-3%
16	0%	?	10%
17	-8%	8.9µM*	3%
18	-9%	-6%	0%
19	-3%	-2%	-6%
20	-4%	.	.

# A section from the list above:
no.	canonical_smiles	AmpC no deterg	AMA1-RON2 inh	HCMV antiviral	LmPK inhibitor
11	C=CCCN(Cc1ccccc1)S(=O)(=O)c1cc(Br)ccc1Br	-24%	41%[activator]	-20	.
12	CN(Cc1ccccc1)C(=O)Cn1c(=O)oc2cc(S(=O)(=O)N3CCCC3)ccc21	-6%	2%	-14	0%
13	CCN(C(=S)Nc1cccnc1)c1ccccc1	-19%	0%	-15	1%
14	O=C(NNC(=O)c1cc2ccccc2cc1O)Nc1ccc(F)cc1F	13µM*	29%	17	-10%
15	CCCn1c(COc2ccccc2)nc2ccccc21	-8%	12%	-6	8%
16	Cc1ccc2c(COC(=O)c3ccccc3Br)cc(=O)oc2c1	-24%	11%	-17	-6%
17	O=C(Nc1cccc2ncccc12)c1cc([N+](=O)[O-])ccc1Cl	-15%	3%	-88*	1%

no.	AmpC detergent	HCV inh	TbPYK inhibitor
11	6%	-22%	2%
12	?	-14%	0%
13	2%	20%	1%
14	2%	28%	3%
15	-12%	3%	-3%
16	0%	?	10%
17	-8%	8.9µM*	3%

# The listing continues:
no.	canonical_smiles	AmpC no deterg	AMA1-RON2 inh	HCMV antiviral	LmPK inhibitor
21	Cc1cccn2c(=O)c(/C=N/O)c(N3CCCCC3)nc12	-19%	2%	.	0%
22	COc1ccc2c(c1)C(=O)[C@@H](OC(=O)NCc1ccc3c(c1)OCO3)[C@H](c1ccc(OC)c(Br)c1)O2	-16%	.	.	0%
23	CCOc1ccc(NC(=O)C(C)Sc2nccn2C)cc1 (stereo not drawn)	-3%	-9%	66	-1%
24	O=C(NC1CCCc2ccccc21)c1ccccc1Br (stereo not drawn)	-8%	-7%	-4	-2%
25	O=C(/C=C/c1ccccc1)N1CCC(Cc2ccccc2)CC1	7%	3%	52	-3%
26	CC1CCCCN1C(=O)COC(=O)C1CCN(S(=O)(=O)c2ccc3c(c2)OCCO3)CC1 (stereo not drawn)	59%	-1%	-25	.
27	CC1=C(C(=O)Nc2ccc(F)cc2)C(c2ccc(N(C)C)cc2)NC(=O)N1 (stereo not drawn)	.	.	11	.
28	CC1(C)CC(=O)c2sc(NC(=O)CCS(=O)(=O)c3ccccc3)nc2C1	-14%	-4%	?	5%
29	C=CCN1C(=O)CN=C1Nc1ccc(F)cc1	165%[activator]	10%	-34	2%
30	O=S(=O)(NC1=NCCCCCC1)c1cccs1	-24%	-14%	-22	-5%

no.	AmpC detergent	HCV inh	TbPYK inhibitor
21	2%	-4%	-7%
22	-13%	-6%[8.37 µM]	.
23	-5%	4%	-1%
24	-3%	9%	-8%
25	-3%	13%	-5%
26	?	16%	2%
27	13%	.	4%
28	-6%	?	-3%
29	-3%	-6%	6%
30	-18%	3%	-1%

# Later entries:
no.	canonical_smiles	AmpC no deterg	AMA1-RON2 inh	HCMV antiviral	LmPK inhibitor
31	COc1ccc(NC(=O)Cn2c(=O)n(-c3ccccc3)c(=O)c3c4c(sc32)CCCC4)cc1	.	.	-9	.
32	CN(C)CCCNc1cc(N2CCN(C3CCCCC3)CC2)c2noc3c2c1C(=O)c1ccccc1-3	.	.	-27	.
33	O=S(=O)(c1ccccc1)N1N=C(c2cccs2)CC1c1cccc(O)c1 (stereo not drawn)	-59%	0%	-7	-2%
34	O=C(COc1ccc(Cl)cc1)Nc1ccc2oc(-c3ccncc3)nc2c1	-11%	41%[activator]	-13	0%
35	CC1CC(C)CN(C(=O)c2ccc(S(=O)(=O)N3CCCC3)cc2)C1 (stereo not drawn)	40%	0%	-20	-5%
36	COC(=O)Cc1ccc(NC(=O)c2ccc(Br)o2)cc1	-24%	-4%	-12	?
37	O=c1c2cc(Br)cc(Br)c2oc2nc3n(c(=O)c12)CCCS3	-23%	.	.	3%
38	NC(=S)N/N=C/C=C/c1ccccc1	-20%	23%[2.32 µM]	-33	0%
39	CN(C)c1cc(N)c2c(n1)CCC2 (tested in a mixture with another compound)	-12%	13%	121	2%
40	CC(C)c1ccccc1NC(=O)C1C2C=CC(C2)C1C(=O)O (stereo not drawn)	-1%	-3%	18	-3%

no.	AmpC detergent	HCV inh	TbPYK inhibitor
31	17%	.	5%
32	15%	.	-11%
33	1%	5%	3%
34	?	-27%	17%
35	3%	0%	1%
36	?	?	6%
37	?	.	.
38	-5%	-12%	-4%
39	0%	10%	4%
40	-10%	15%	25%

# Part of the list above in order of number of heavy atoms, lowest first:
no.	canonical_smiles	AmpC no deterg	AMA1-RON2 inh	HCMV antiviral	LmPK inhibitor
38	NC(=S)N/N=C/C=C/c1ccccc1	-20%	23%[2.32 µM]	-33	0%
40	CC(C)c1ccccc1NC(=O)C1C2C=CC(C2)C1C(=O)O (stereo not drawn)	-1%	-3%	18	-3%
35	CC1CC(C)CN(C(=O)c2ccc(S(=O)(=O)N3CCCC3)cc2)C1 (stereo not drawn)	40%	0%	-20	-5%
31	COc1ccc(NC(=O)Cn2c(=O)n(-c3ccccc3)c(=O)c3c4c(sc32)CCCC4)cc1	.	.	-9	.

no.	AmpC detergent	HCV inh	TbPYK inhibitor
38	-5%	-12%	-4%
40	-10%	15%	25%
35	3%	0%	1%
31	17%	.	5%

# New compounds follow:
no.	canonical_smiles	AmpC no deterg	AMA1-RON2 inh	HCMV antiviral	LmPK inhibitor
41	COc1ccc(S(=O)(=O)c2cnc3ccc(Cl)cc3c2N2CCCCC2C)cc1 (stereo not drawn)	.	.	-40	.
42	Cc1ccc(N(C(=O)c2snc(C(N)=O)c2N)C(C(=O)NC2CCCC2)c2ccco2)cc1 (stereo not drawn)	29%	14%	-71*	1%
43	CC(=O)NNC(=O)CCC(=O)Nc1ccccc1	-4%	65%[activator]	11	1%
44	O=C(CCn1c(=S)[nH]c2ccccc2c1=O)NCCc1ccc(Cl)cc1	2%	48%[activator]	?	15%
45	COC(=O)C1CN(C(=O)C(C)Oc2ccc(C)c(C)c2)c2ccccc2O1 (stereo not drawn)	59%	-1%	-32	-8%
46	COc1cc(OC)cc(C(=O)NCCN2CCOCC2)c1	?	-21%	-17	-9%
47	CC(=O)c1cccc(N/C=C\c2nnnn2-c2ccc(F)cc2)c1	-25%	7%	-19	0%
48	COc1ccc(CNC(=O)c2c(O)nc3cc(C)ccn3c2=O)cc1	.	.	13	.
49	Cc1cc(C)nc(N2N=C(C(C)(C)C)CC2=O)n1	70%[activator]	60%[activator]	40	-1%

no.	AmpC detergent	HCV inh	TbPYK inhibitor
41	0%	.	-8%
42	1%	-21%	1%
43	?	.	2%
44	-1%	?	1%
45	-9%	12%	0%
46	1%	5%	21%
47	1%	-4%	-11%
48	?	.	0%
49	3%	6%	-29%
